# Compound activity: PubChem, The Scripps Research Institute Molecular Screening Center
# M4 antag: blocks acetylcholine activation of human M4 receptor | CHO-hM4 cells, ACh EC80, Fluo-8 calcium fluorescence | inhibition, % at 3 µM | 0.73% of 360,000 active;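 active means inhibition above its plate's cutoff, the mean inhibition of sample wells plus 3 SD, cut at about 27% in these data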;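 further: 0% = acetylcholine EC80 with DMSO and 100% = DMSO without agonist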
# CHO-K1 Ca antag: M1 antagonist counterscreen hit in parental CHO-K1 cells | 0.6% of 360,000 active | inhibition, % at 3 µM | AID 602250 | ATP-induced calcium, Fluo-8 fluorescence;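 active means inhibition above a per-plate cutoff, the plate's mean sample inhibition plus 3 SD, cut at about 24% in these data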;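 further: 0% = DMSO plus EC80 ATP and 100% = DMSO alone without ATP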
# OXTR potentiator: potentiators of human oxytocin receptor; CHO-OTR cells, Fluo-8 calcium fluorescence, potentiator mode; 0% = oxytocin EC15, 100% = EC100; activation, % at 3 µM; 0.061% of 320,000 active;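 active means activation above that plate's cutoff, the mean activation of tested compounds plus 3 SD, cut at about 6.6% in these data, passing the limit was not always enough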;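 further: 100% uses oxytocin at 75 nM as the full agonist control; some results filed as inactive read as strong as hits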
# Target sequence (P30559 whole entry, looked up): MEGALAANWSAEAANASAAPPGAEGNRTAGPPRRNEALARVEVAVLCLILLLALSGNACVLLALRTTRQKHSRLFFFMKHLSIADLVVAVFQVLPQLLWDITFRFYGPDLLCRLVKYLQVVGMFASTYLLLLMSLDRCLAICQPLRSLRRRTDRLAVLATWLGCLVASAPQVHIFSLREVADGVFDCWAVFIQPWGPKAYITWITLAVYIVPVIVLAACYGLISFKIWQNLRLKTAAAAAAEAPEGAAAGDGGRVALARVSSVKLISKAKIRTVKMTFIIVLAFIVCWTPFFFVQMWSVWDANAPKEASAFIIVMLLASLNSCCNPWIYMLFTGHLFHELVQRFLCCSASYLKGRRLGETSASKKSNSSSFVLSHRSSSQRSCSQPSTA
#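 System: human OTR in CHO cells; Also added: sub-maximal oxytocin, roughly EC15; Timing: compound 6 min at room temperature before oxytocin, 100 s read; Technique: Fluo-8 intracellular calcium fluorescence, ex 470-495, em 515-575 nm; Controls: oxytocin EC15 low and EC100 high; Replication: singlicate.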
# CHRM1 agonist: human M1 muscarinic receptor agonism; 0.33% of 360,000 active; activation, % at 3 µM; AID 588814; P11229; CHO-K1 hM1, Fluo-8 calcium fluorescence, agonist mode; 0% DMSO, 100% acetylcholine EC100;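 active means activation above the run's mean compound activation plus 3 SD, cut at about 16% in these data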;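 further: peak over basal fluorescence ratio within a 140 s kinetic read after compound addition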
# Target sequence (P11229 whole entry, looked up): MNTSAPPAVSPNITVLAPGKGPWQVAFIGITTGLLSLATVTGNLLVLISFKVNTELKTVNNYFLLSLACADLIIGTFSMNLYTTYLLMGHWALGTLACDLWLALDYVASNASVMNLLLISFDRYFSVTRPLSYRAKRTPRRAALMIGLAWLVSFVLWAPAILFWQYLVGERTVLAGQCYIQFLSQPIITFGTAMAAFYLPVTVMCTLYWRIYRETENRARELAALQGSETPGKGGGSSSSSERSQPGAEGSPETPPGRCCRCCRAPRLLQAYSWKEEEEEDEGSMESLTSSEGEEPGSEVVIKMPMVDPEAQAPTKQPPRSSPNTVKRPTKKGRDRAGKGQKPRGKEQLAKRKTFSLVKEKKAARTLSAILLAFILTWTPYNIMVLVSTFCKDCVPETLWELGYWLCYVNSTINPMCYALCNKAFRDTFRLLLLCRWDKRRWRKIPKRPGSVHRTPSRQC
# M1 ag parental: nonselective activator or artifact in parental CHO-K1 cells | Fluo-8 calcium fluorescence; scaled to maximal ATP response, vehicle zero | activation, % at 3 µM | 0.48% of 360,000 active; in the data active means activation above about 15%;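 further: untransfected CHO-K1 host cells lacking M1 receptor as counterscreen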
# CHRM1 antagonist: antagonists of human M1 muscarinic receptor | 1.3% of 360,000 active | P11229 | CHO-K1 hM1, Fluo-8 calcium fluorescence, ACh EC80 antagonist | inhibition, % at 3 µM;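 active means percent inhibition above its own plate's cutoff, namely the mean of that plate's compound wells plus 3 SD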;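 further: peak over basal fluorescence ratio during 140 s after agonist addition; 0% = ACh EC80 plus DMSO and 100% = DMSO alone without agonist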
# CHO parental Ca: counter-screen: ATP calcium response change in parental CHO cells; parental CHO-K1, ATP-induced calcium, Fluo-8 fluorescence; inhibition, % at 5.6 µM; 0.63% of 330,000 active; AID 463079;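 active means inhibition above that plate's mean sample inhibition plus 3 SD, cut at about 26% in these data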;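 further: 0% = ATP-challenged DMSO wells and 100% = DMSO wells without ATP; some compounds past the cut are filed as inactive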
#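 material = parental CHO cells | also added = ATP as calcium-mobilizing challenge | dosing = single point at 5.6 µM | detection = intracellular calcium via Fluo-8 no-wash fluorescent dye | read-out = % inhibition | benchmarks = low control ATP plus DMSO, high control DMSO only | repeats = one well per compound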
# CHRM1 PAM: potentiates human M1 receptor response to acetylcholine. CHO-K1 hM1, Fluo-8 calcium fluorescence, ACh EC20; 0% = ACh EC20, 100% = maximal ACh. activation, % at 3 µM. AID 588819. 0.088% of 360,000 active; in the data active means activation above about 19%, passing the limit was not always enough
# CHRM4 agonist: CHRM4 agonism in calcium assay; P08173; CHO-K1 hM4/Gqi5, Fluo-8 calcium fluorescence; vehicle 0%, full acetylcholine response 100%; activation, % at 3 µM; 0.14% of 360,000 active; AID 624127;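 active means activation above the run mean over all test wells plus 3 SD, cut at about 32% in these data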;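 further: peak over basal fluorescence ratio per well then scaled between controls; 0% = DMSO wells and 100% = acetylcholine at EC100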
# * = called active by the depositor; x = no result given.
SMILES,M4 antag,CHO-K1 Ca antag,OXTR potentiator,CHRM1 agonist,M1 ag parental,CHRM1 antagonist,CHO parental Ca,CHRM1 PAM,CHRM4 agonist
CC(=O)Nc1ccc(S(=O)(=O)NCC(=O)OCC(=O)N2CC(C)OC(C)C2)cc1 (stereo not given),2,0,-1,-2,0.1,-3,-8,2,0
Cc1ccc(C2CC(=O)NC(SCCC(C)C)=C2C#N)cc1 (stereo not given),5,-9,-11,-6,0.1,-10,11,-2,-1
COc1cc(C(=O)Nc2sc3c(c2C(=O)O)CCC(C)C3)cc(OC)c1OC (stereo not given),8,-10,-2,-3,1.3,-18,-11,15,0
CCOC(=O)c1nc2cc3n(c(C)c-2c1C)C(C)C(CC)=C3C (stereo not given),2,0,-12,-4,0.1,13,-4,-5,0
Cc1cc(C)c(NC(=O)CSc2nnc(-c3ccccn3)n2N)c(Cl)c1,-6,-11,-7,-2,0.8,-9,-16,5,0
CCCCNC(=O)C1(C)CCN1Cc1cc(C)ccc1C (stereo not given),-1,5,x,-6,-0.5,1,x,-2,-2
CC(C)c1cc(=O)n2[nH]c(SCc3ccccc3)nc2n1,1,-9,-11,1,-0.3,-21,19,9,-1
Cc1nc(N/N=C\c2ccc3c(c2)OCO3)sc1C,-3,1,-5,-3,-0.3,-6,-21,9,1
CC1CCCN(S(=O)(=O)c2ccc(S(=O)(=O)N3CCCC3)cc2)C1 (stereo not given),9,-12,-14,-7,1.2,-6,10,5,1
COc1ccc(C2C3=C(CCCC3=O)Nc3nc(-c4cc(OC)c(OC)c(OC)c4)nn32)cc1OC (stereo not given),5,-8,3,-5,0.8,1,-19,2,1
CC1(C)C2CCC(C2)C1(C)NC(=O)CN1CCCC1 (stereo not given),-14,-16,-2,-8,1.4,-12,-5,4,1
CCOc1cc(N2CCOCC2)c(OCC)cc1NC(=O)CSc1ncn[nH]1,1,8,-14,-3,-0.5,-10,-10,9,1
CCOC(=O)N1CCN(S(=O)(=O)c2c(C)nn(C)c2C)CC1,0,-11,-5,-6,0.9,-10,-2,1,0
CC(C)OC(=O)c1nn2c(C(F)(F)F)cc(-c3ccco3)nc2c1Cl,14,-1,-5,-3,0.0,-6,-13,6,1
COc1cc(S(=O)(=O)N2CCOCC2)ccc1NC(=O)COC(=O)c1ccccn1,11,-1,3,-2,0.8,-12,-1,12,2
S=c1[nH]nc(-c2ccccc2)n1/N=C/c1cccc(Cl)c1,3,-2,-14,-6,-0.2,-5,0,-1,-1
CC(=O)c1cccc(NC(=O)c2cccc(S(=O)(=O)N3CCOCC3)c2)c1,5,-16,-6,-5,2.9,-11,-16,5,3
Cc1ccc(NC(=S)Nc2ccc3[nH]c(=O)[nH]c3c2)cc1,-1,-13,-2,-3,-0.1,-10,-6,1,0
CN(C)CCN1C(=O)c2oc3ccccc3c(=O)c2C1c1cccc(Br)c1 (stereo not given),-4,-9,-4,-5,2.1,-10,-13,7,3
c1ccc(C[C@H]2CNCCN2CCc2cccc3ccccc23)cc1,0,2,-10,0,0.7,-14,0,13,4
O=C(Nc1cc(Sc2nc3ccccc3s2)cc([N+](=O)[O-])c1)c1ccccc1,13,-6,-7,-5,3.2,4,-13,2,4
CCCCN1CC(=O)N2[C@H](c3ccc(Cl)cc3)[C@@H]3C(=O)N(CC)C(=O)[C@@H]3[C@]2(C)C1=O,4,-10,4,-2,0.9,-3,-3,4,1
O=C(CN1CCN(C(=O)c2c(F)cccc2F)CC1)Nc1ccccc1C(F)(F)F,-8,4,-6,-1,4.8,0,-1,1,11
O=c1cc(N2CCCC2)c2ccccc2o1,-2,-11,1,-3,-0.1,-1,3,4,1
CC1(C)COC2(OC1)C(=O)Nc1ccccc12,4,4,-14,-3,0.1,-7,-26,9,1
O=C1CC2(CCCCC2)CC(=O)N1CCc1ccccc1,5,-13,x,-8,1.0,13,x,-16,1
Brc1ccccc1-c1cnco1,-12,16,3,-1,0.0,10,2,-1,0
CCCS(=O)(=O)NC(=O)C1(C)CCCN(C(=O)c2ccc(C(F)(F)F)cc2)C1 (stereo not given),2,-13,x,-1,1.0,-8,x,3,0
COc1cc(C(=O)NCCC(=O)NCCCN2CCCCC2)cc(OC)c1OC,5,-13,3,3,-0.1,-14,-1,11,1
CCCCN(C=O)c1c(CC)nc2ccc(C(=O)N3CCN(C(C)=O)CC3)cn12,-19,-16,x,-3,1.1,-15,x,9,1
COc1cc(C=C2Cc3ccccc3C2=O)cc(OC)c1OC,-1,13,x,-9,2.8,9,x,-12,5
COCCCNC(=O)CNC(=O)c1nn(-c2ccc(OC)cc2)c(=O)c2ccccc12,-6,-14,-13,-4,1.0,-5,-8,3,2
CC(C)CCN(C(=O)CNC(=O)c1cccs1)C(C(=O)NC1CCCC1)c1ccncc1 (stereo not given),3,-10,5,-1,1.6,-7,-19,7,6
COc1ccc([C@H]2CC(=O)C=C(c3ccc(Cl)c(Cl)c3)C2)cc1,4,-4,-8,-3,0.1,-7,-29,5,2
CC(C)(C)c1cc(NC(=O)C2CCCO2)no1 (stereo not given),-5,-14,-6,-11,0.3,7,2,-3,2
CCCC(NC(=O)CNC(=O)C(C)(C)C)C(=O)O (stereo not given),6,-15,-2,-3,0.5,-17,3,14,0
Cc1ccc(S(=O)(=O)NCC(=O)OCC(=O)NCCc2ccccc2)cc1,-2,8,-3,-3,1.2,-5,3,4,1
COc1cccc(NC(=O)CN(C)C(=O)c2ccc(NS(=O)(=O)c3ccc(F)cc3)cc2)c1,9,-10,1,-4,0.9,1,-19,-2,0
Cc1cc(NC(=O)CCSc2ccccc2)ccc1Br,8,8,-8,-11,2.2,11,-11,-12,4
CCOC(=O)CSc1cc(CS(=O)(=O)c2ccccc2)nc(-c2ccccc2)n1,0,-5,-7,-3,0.2,-1,-10,-1,0
O=C(CCC(=O)N(CC(=O)NC1CCCCC1)Cc1cccs1)Nc1nccs1,12,-6,2,-2,0.4,-13,-19,-5,0
COCc1cc(C)nc(SCC(=O)Nc2cc3c(cc2C#N)OCO3)c1C#N,-3,-4,-19,-1,1.0,-8,1,7,0
CCn1ncc(Cl)c1C(=O)Nc1ccncc1,-2,-1,2,-2,0.5,6,-11,-1,0
COc1nc(Oc2ccc(C(=O)O)cc2)nc(Oc2ccc(C(=O)O)cc2)n1,-8,0,-2,-1,0.7,-5,-7,2,1
O=C(Cc1c[nH]c2ccccc12)N/N=C/c1cccc(F)c1,10,7,-5,-2,10,-3,-8,6,4
COCCN1C=C2C(=O)C(C)(OC(=O)CCC(=O)OC)C(=O)C(Br)=C2C=C1c1ccc(OC)cc1 (stereo not given),4,-10,-9,-9,1.9,1,-3,3,2
O=C(CSc1nc2ccccc2nc1N1CCOCC1)Nc1ccccc1F,-15,9,-2,0,-0.3,7,-18,-9,1
NNC(=O)/C=C/c1ccc(Cl)cc1Cl,0,16,-4,-3,-0.4,-5,-5,8,1
COc1ccc(C2Nc3ccccc3C(=O)N2c2ccccc2)cc1CSc1ccccn1 (stereo not given),-2,8,-7,-5,0.8,5,-17,-3,1
CC(Sc1nnc(N)s1)C(=O)NC1CCCCC1C (stereo not given),-12,2,5,-1,0.3,0,-10,6,0
CCOC1OC(=O)C(Cl)=C1Nc1cc(C)ccc1C (stereo not given),1,1,-4,-12,0.3,-14,-9,20,1
N#CCCN(C(=O)COC(=O)CCc1ccccc1)c1ccccc1,4,-10,-5,-5,0.9,-4,-19,10,2
COc1cccc(NC(=S)N2CCn3cccc3C2c2cccnc2)c1 (stereo not given),3,1,-7,-5,0.8,-2,-20,0,1
COC(=O)c1ccccc1NC(=S)NC(=O)c1ccc2ccccc2c1,3,0,0,-5,-0.2,0,-17,0,0
O=C(Nc1ccc(Br)cc1F)c1ccncc1,8,-1,-11,-3,-0.1,-14,4,8,-1
O=C(NCc1ccc(C(F)(F)F)cc1)C1CC(c2cccc(F)c2)=NO1 (stereo not given),2,5,-8,0,0.5,17,7,-12,4
COc1cccc(NC(=O)CN(C)C(=O)CSc2ccc3c(c2)OCCO3)c1,1,5,-1,1,2.2,-11,-16,12,5
Cc1ccc(CNS(=O)(=O)c2ccc(CN3C(=O)c4cccnc4C3=O)s2)o1,11,0,-8,1,6.0,3,15,-2,1
O=[N+]([O-])c1ccc2[nH]c3c(c2c1)CCCC3O (stereo not given),-10,-2,-18,-11,7.7,-3,17,2,4
O=c1[nH]nc(-c2ccccc2)c2ccccc12,-5,4,1,-1,0.5,-11,6,10,0

# Next part, starting with the last 6 of the part before.
SMILES,M4 antag,CHO-K1 Ca antag,OXTR potentiator,CHRM1 agonist,M1 ag parental,CHRM1 antagonist,CHO parental Ca,CHRM1 PAM,CHRM4 agonist
O=C(Nc1ccc(Br)cc1F)c1ccncc1,8,-1,-11,-3,-0.1,-14,4,8,-1
O=C(NCc1ccc(C(F)(F)F)cc1)C1CC(c2cccc(F)c2)=NO1 (stereo not given),2,5,-8,0,0.5,17,7,-12,4
COc1cccc(NC(=O)CN(C)C(=O)CSc2ccc3c(c2)OCCO3)c1,1,5,-1,1,2.2,-11,-16,12,5
Cc1ccc(CNS(=O)(=O)c2ccc(CN3C(=O)c4cccnc4C3=O)s2)o1,11,0,-8,1,6.0,3,15,-2,1
O=[N+]([O-])c1ccc2[nH]c3c(c2c1)CCCC3O (stereo not given),-10,-2,-18,-11,7.7,-3,17,2,4
O=c1[nH]nc(-c2ccccc2)c2ccccc12,-5,4,1,-1,0.5,-11,6,10,0
N#CCCN(Cc1cccnc1)CN1C(=O)c2ccccc2C1=O,-11,13,x,4,-0.3,-11,x,17,1
OCCCn1c(CCCNc2nc(-c3cccc(Br)c3)cs2)nc2cc(Cl)c(N3CCCCC3)cc21,-7,3,-10,-3,-0.3,-1,-32,0,2
CCOc1c(CNCCN2CCOCC2)cccc1OC,-7,-20,-2,-3,0.5,-13,-3,15,2
Cc1ccc(CNC(=O)[C@H](C)NC(=O)C2CCN(C(=O)[C@@H](N)CC(C)C)CC2)cc1,-1,-9,-3,-5,0.1,1,-11,2,1
CCOC(=O)Cc1csc(NC(NC(=O)OCC)(C(F)(F)F)C(F)(F)F)n1,2,1,-8,-3,0.3,-20,-10,3,0
Cc1ccc(C(=O)Nc2ccccc2C(=O)O)cc1NC(=O)COc1c(C)cccc1C,2,-3,-3,-2,1.9,8,-8,-1,3
N#Cc1cnn2ccc(-c3cc(N4CCOCC4)ccc3[N+](=O)[O-])nc12,2,-9,-11,-4,1.1,-1,2,8,2
Cc1ccccc1CC(=O)N1CCOCC1,4,-15,-13,-5,0.7,-12,-6,8,1
O=C(NC1CCN(Cc2ccccc2)CC1)C1CCN(S(=O)(=O)c2cccc([N+](=O)[O-])c2)CC1,-8,-3,-8,-11,0.0,-4,-7,7,0
CCC(c1nnnn1-c1c(C)cccc1C)N1CCN(CC)CC1 (stereo not given),-14,-3,x,x,0.2,x,x,x,2
